# GRP78 ERSR act = inducers of ER stress response in human glioma cells; U87-MG GRP78 promoter luciferase reporter, 16 h; Potency, µM, for inactives: at the highest dose activation, actives largely listed as activators; actives 0.02% (n = 420,000); AID 602332; also: potency is read from the fitted curve at half-maximal effect; series mostly up to about 76 µM; % of control where 0% means no effect; nearly all actives have a fitted effect of over 35% in size
#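 Stably transfected U87-MG glioma cells carrying a GRP78-based luciferase sensor; 16 h compound incubation. Luminescence end-point read 10 min after Bright-Glo addition at room temperature.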
# Apoferritin bind = candidate novel general anesthetic via apoferritin binding; AID 485281; actives 0.074% (n = 350,000); apoferritin/1-aminoanthracene competitive binding, fluorescence; P02791; Potency, µM (series often up to 77.5 µM), for inactives: at the top dose activity change, negative = displacement, usual class: inhibitors; also: potency is read from the fitted curve at half-maximal effect; % is scaled to controls: 0 for no effect and ±100 for the full control effect; nearly all actives have a fitted effect of over 20% in size
#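 Apoferritin-based anesthetic binding model; compound displacement of fluorescent 1-AMA measured as endpoint fluorescence after 10 minutes at room temperature, scaled to free-ligand and complex controls.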
# APE1 inh = APE1 (human) endonuclease inhibition; P27695; recombinant APE1, TAMRA/BHQ-2 abasic DNA cleavage fluorescence; Potency, µM (doses to about 65.8 µM), for the others: top-dose activity change, negative = inhibition, most hits filed as inhibitors; actives 0.35% (n = 350,000); AID 2517;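 also: potency is read from the fitted curve at half-maximal effect; plate controls were vehicle for no effect and reference inhibitor for full effect; nearly all actives have a fitted effect of over 55% in size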
#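 Compound pre-exposure to 0.75 nM APE1, 15 min at ambient temperature. Reaction initiated with 50 nM TAMRA/BHQ-2 THF substrate, read immediately in kinetic mode, 525 nm excitation, 598 nm emission.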
# Pol beta inh = DNA polymerase beta (human) inhibition; P06746; Pol beta primer extension/strand displacement, fluorescence kinetic; Potency, µM (series often up to 114 µM), without a hit: top-dose activity change, negative = inhibition, actives largely listed as inhibitors; actives 1.3% (n = 340,000); AID 485314; also: potency is read from the fitted curve at half-maximal effect; % is scaled to controls: 0 for no effect and ±100 for the full control effect
#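 Kinetic readout of DNA synthesis with strand displacement by Pol beta. Compound and 10 nM enzyme sit 15 min at room temperature; 50 nM substrate starts the reaction, read immediately and at 10 min.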
# POLI inh = inhibitors of human DNA polymerase iota; Q9UNA4; Pol iota fluorescent replication assay, 10 min; Potency, µM (highest dose often 115 µM), for inactives: at the top dose activity, negative = inhibition, hits mostly inhibitors; actives 1% (n = 390,000); also: potency is read from the fitted curve at half-maximal effect
#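 Pol iota at 10 nM preincubated 15 min with compounds at room temperature; reaction started with fluorescent substrate, 50 nM final. Fluorescence read kinetically at 0 and 10 min; buffer-only wells as negative control.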
# LDHA block = LDHA (human) enzyme inhibition | P00338 | purified LDHA, NADH/diaphorase-resazurin fluorescence; active compounds read low | activity change, % (values are at about 110 or 230 µM) | actives 0.15% (n = 480,000); in the data active = activity change below about -30%; inconclusive = mostly about -25% to -30%;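 also: plate controls were DMSO wells for no effect and wells without enzyme for full effect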
#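 LDH5 2 nM; NADH 0.06 mM, pyruvate 0.2 mM; 200 mM Tris pH 7.4, EDTA, Tween-20; 5 min RT. Detection: diaphorase 0.133 mg/mL + resazurin 37 µM, fluorescence ex540/em590 at 0 and 20 min; normalized to enzyme-free and DMSO wells.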
# Pol eta inh = inhibitors of human DNA polymerase eta. Q9Y253. recombinant Pol eta, fluorescent DNA replication assay. Potency, µM (highest dose often 114 µM), for the others: at the highest dose activity change, negative = inhibition, actives largely listed as inhibitors. actives 1.2% (n = 390,000). AID 588591; also: potency is read from the fitted curve at half-maximal effect; % is scaled to controls: 0 for no effect and ±100 for the full control effect
#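 Pol eta at 10 nM preincubated with compounds 15 min at room temperature; reaction started with fluorescent substrate (50 nM final) and read kinetically at 0 and 10 min.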
# BLM inh = blocks DNA unwinding by human BLM helicase; actives 0.2% (n = 350,000); recombinant BLM DNA unwinding, fluorescence dequenching; Potency, µM (top dose mostly 56.1 µM), without a hit: at the highest dose activity change, negative = inhibition, hits mostly inhibitors; P54132;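 also: potency is read from the fitted curve at half-maximal effect; plate controls were vehicle for no effect and no enzyme for full effect; nearly all actives have a fitted effect of over 35% in size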
# Target sequence (P54132 whole entry, looked up): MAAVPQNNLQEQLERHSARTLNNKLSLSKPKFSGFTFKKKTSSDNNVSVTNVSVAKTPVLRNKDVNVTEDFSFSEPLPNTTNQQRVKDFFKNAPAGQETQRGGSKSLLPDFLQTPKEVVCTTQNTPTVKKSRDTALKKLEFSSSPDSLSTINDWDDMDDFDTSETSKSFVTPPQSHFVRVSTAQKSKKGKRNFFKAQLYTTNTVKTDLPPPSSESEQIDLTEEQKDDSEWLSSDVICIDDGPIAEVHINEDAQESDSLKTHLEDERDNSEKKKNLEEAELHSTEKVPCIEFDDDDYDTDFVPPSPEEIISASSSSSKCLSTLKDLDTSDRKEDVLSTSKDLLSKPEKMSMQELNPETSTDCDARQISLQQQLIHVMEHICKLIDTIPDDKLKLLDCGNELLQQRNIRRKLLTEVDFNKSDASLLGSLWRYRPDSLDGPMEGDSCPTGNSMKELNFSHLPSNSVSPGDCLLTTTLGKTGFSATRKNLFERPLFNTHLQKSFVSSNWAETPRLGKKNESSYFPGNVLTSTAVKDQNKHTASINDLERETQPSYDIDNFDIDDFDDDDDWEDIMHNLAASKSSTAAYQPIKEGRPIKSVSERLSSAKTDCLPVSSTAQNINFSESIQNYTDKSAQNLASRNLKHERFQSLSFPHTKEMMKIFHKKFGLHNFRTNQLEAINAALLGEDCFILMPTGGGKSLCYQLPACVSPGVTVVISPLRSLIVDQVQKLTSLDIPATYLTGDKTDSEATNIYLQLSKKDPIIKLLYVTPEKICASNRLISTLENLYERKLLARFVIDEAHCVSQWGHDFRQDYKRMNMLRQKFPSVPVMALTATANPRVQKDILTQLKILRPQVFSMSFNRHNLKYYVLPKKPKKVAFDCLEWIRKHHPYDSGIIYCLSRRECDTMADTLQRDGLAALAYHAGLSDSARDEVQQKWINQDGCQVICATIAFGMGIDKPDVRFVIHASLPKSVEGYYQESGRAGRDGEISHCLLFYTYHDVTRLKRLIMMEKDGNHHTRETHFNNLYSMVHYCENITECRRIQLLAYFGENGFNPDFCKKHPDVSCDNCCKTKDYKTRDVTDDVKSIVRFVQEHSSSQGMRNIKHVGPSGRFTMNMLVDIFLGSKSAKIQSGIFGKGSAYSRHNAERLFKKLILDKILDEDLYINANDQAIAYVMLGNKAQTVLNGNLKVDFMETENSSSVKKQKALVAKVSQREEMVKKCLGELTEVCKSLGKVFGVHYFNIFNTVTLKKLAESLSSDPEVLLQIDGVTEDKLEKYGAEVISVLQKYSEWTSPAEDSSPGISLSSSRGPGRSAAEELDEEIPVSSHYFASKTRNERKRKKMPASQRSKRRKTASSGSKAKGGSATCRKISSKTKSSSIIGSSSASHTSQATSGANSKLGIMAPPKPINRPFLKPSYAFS
# POLK inh = blocks human DNA polymerase kappa activity | actives 0.53% (n = 400,000) | Potency, µM (series often up to 107 µM), inactives show at the top dose activity, negative = inhibition, most hits filed as inhibitors | Q9UBT6 | purified Pol kappa, fluorescent DNA synthesis assay, 10 min; also: potency is read from the fitted curve at half-maximal effect; % is scaled to controls: 0 for no effect and ±100 for the full control effect
#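 Readout: fluorescence, taken kinetically at 0 and 10 min. Conditions: 10 nM Pol kappa, 15 min RT compound preincubation, 50 nM substrate final. Controls: enzyme-free buffer wells.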
# * hit, by the source's call; u = inconclusive; x = not tested or not shown; & = joins results of further samples; [ ] = dose if it differs, or a comment. Unless noted, calls follow the shape of the dose curve; as a rule, active = well fitted curve in the direction sought with a large enough effect; inconclusive = small, poorly fitted or top-dose-only effect, or another doubt; inactive = no such curve, though single readings can be large; an effect the other way counts as inactive or inconclusive. The list is partial; count on the stated rates, not on these rows.
SMILES,GRP78 ERSR act,Apoferritin bind,APE1 inh,Pol beta inh,POLI inh,LDHA block,Pol eta inh,BLM inh,POLK inh
O=S(=O)(c1ccccc1Cl)N1CCCC1c1nc(-c2ccc(Cl)cc2)no1 (configuration not stated),-4%,0%,-3%,4%,0%,1,-3%,-6%,-14%
NC(N)=NC[C@@H]1COC2(CCCCC2)O1,-3%,-3%[29.3 µM],x,x,x,x,x,3%[21.4 µM],-4%[12 µM]
O=S(=O)(c1cccs1)N1CN(Cc2ccc(Cl)cc2)c2nc3ccccc3nc21,4%,-14%,1%,35%[activator],1%,-3,-21%,-1%,-5%
Cc1ccc(CCNC(=O)C(NS(=O)(=O)c2ccc3c(c2)oc(=O)n3C)C(C)C)cc1 (configuration not stated),-3%,-10%,x,36%,-9%,-14,-11%,-3%,-12%
COCCN1C=C(C(=O)OC)C(c2ccc(Cl)cc2)C(C(=O)OC)=C1,-5%,489%[activator],-1%,-21%,-25%,0,-13%,-2%,-11%
Cc1ccccc1NC(=O)Cc1nc(COC(=O)c2cc(Br)ccc2O)cs1,-3%,x,3%,x,6%,-3,-20%,x,0%
CCCCN(CC)CCNC(=O)c1nn(-c2ccc(OC)cc2)c(=O)c2c1c1ccccc1n2C,-5%,-9%&-11%,9%,-17%&0%,29%&24%,-9&-2,1%,24%&3%,-10%&-4%
CN1CCN(c2ncc3nc(-c4ccccc4)c(=O)n(-c4ccccc4)c3n2)CC1,-2%,x,2%,x,x,x,x,5%,-2%[60.1 µM]
COc1ccc(C2C(C#N)=C(C)NC3=C2S(=O)(=O)c2ccccc23)cc1 (configuration not stated),-3%,-23%,0%,u,15%,-7,-18%,-7%,-16%
Cn1c(=O)c(C(=O)NCCCc2ccccc2)c(O)c2ccccc21,-1%,-8%,-4%,-3%,10%,0,-7%,-7%,-7%
Cc1cc(C)c(NC(=O)COc2cccnc2[N+](=O)[O-])c(C)c1,3%,x,30%,x,21%,0,-9%,x,10%
COc1ccc2nc(NC(=O)c3ccc([N+](=O)[O-])o3)sc2c1,u,-17%,17%,u,u,-8,u,-5%,-3%
COC(=O)c1cc(OC)c(OC)cc1NC(=S)Nc1cccc(C(C)=O)c1,-2%,-5%,-6%,5%[57.1 µM],285%[activator],-6,-15%,0%,-1%
COC(=O)c1sc(NC(=O)COc2ccc(C)cc2)nc1C,0%,u,2%,-24%,-1%,-5&-3,-7%,-2%,3%
COc1ccc(Oc2nc(-c3ccccn3)ncc2OC)cc1,-1%,-9%,-6%,18%,5%,-5,8%,-8%,-13%
COc1ccc(OC)c(NC(=O)c2oc3ccccc3c2NC(=O)C2CC2)c1,-1%,-4%,18%,21%,-4%,-3,8%,-6%,-9%
COc1ccc(C(=O)Nc2ccnn2C2CCN(Cc3cnn(C)c3)CC2)cc1,3%,3%,-4%,22%,10%,-1,1%,-14%,-5%
CCOC(=O)c1oc2cccc(O)c2c1CN1CCOCC1,-3%,-8%,22%,14%,7%,4,-1%,0%,-3%
CCCNC(=O)N1CCN(S(=O)(=O)c2ccc3c(ccn3C)c2)CC1,-4%,-6%,x,6%,3%,-2,-7%,-1%,-1%[60.1 µM]
C[C@@H](C(=O)NCc1ccccn1)[C@H]1C[C@]1(C)[C@H](NC(=O)OCc1ccccc1)c1ccccc1,-4%,u,u,2%,-17%,1,-13%,-7%&-5%,14%

# Ordered by molecular weight (falling): some entries from above.
SMILES,GRP78 ERSR act,Apoferritin bind,APE1 inh,Pol beta inh,POLI inh,LDHA block,Pol eta inh,BLM inh,POLK inh
Cn1c(=O)c(C(=O)NCCCc2ccccc2)c(O)c2ccccc21,-1%,-8%,-4%,-3%,10%,0,-7%,-7%,-7%
COC(=O)c1sc(NC(=O)COc2ccc(C)cc2)nc1C,0%,u,2%,-24%,-1%,-5&-3,-7%,-2%,3%
NC(N)=NC[C@@H]1COC2(CCCCC2)O1,-3%,-3%[29.3 µM],x,x,x,x,x,3%[21.4 µM],-4%[12 µM]

# Later entries
SMILES,GRP78 ERSR act,Apoferritin bind,APE1 inh,Pol beta inh,POLI inh,LDHA block,Pol eta inh,BLM inh,POLK inh
Cc1cccc(C)c1NS(=O)(=O)c1ccc(NS(=O)(=O)c2ccc3c(c2)OCCO3)cc1,-3%,33%[activator],x,8%,-9%,0,-11%,-6%,9%
O=C(COC(=O)c1n[nH]c2ccccc12)c1ccc(F)c(F)c1,4%,x,-8%,x,u,-5,-10%,x,4%
CC(=O)C[C@H]1c2cc(C(F)(F)F)ccc2S(=O)(=O)N1Cc1ccccc1,4%&-1%,x,x,x,-1%&25%,0,-10%,x,-9%&-10%
Cc1nnc(NC2(C(F)(F)F)C(=O)Nc3c2c(=O)n(C)c(=O)n3C)s1 (configuration not stated),-3%,21%,5%,u,13%,-11,-3%,2%,0%
Cc1ccc(OCCNC(=O)CNC(=O)c2ccc(C)c(C)c2)cc1,-4%,x,-17%,x,14%,-2,-2%,x,-10%
O=c1[nH]c(C(Cl)Cl)nc2sc3c(c12)CCN(Cc1ccccc1)C3,-4%,0%,-11%,13µM*,u,3,40µM*,u,u
CCn1cc(C(=O)N2CCN(c3cccc(C)c3C)CC2)c2cc(OC)c(OC)cc2c1=O,2%,-12%,x,16%,-101%,1,0%,1%,u
CN(C)CCN(C)Cc1ccc2c(c1)Cc1ccccc1-2,x,-20%,-2%,4%,x,x,x,3%,x
CC(C)[C@@H](N)C(=O)NCC1CCC(C(=O)N[C@@H](Cc2ccccc2)C(=O)O)CC1 (some centres not stated),0%,-7%,1%,78%,103%[activator],-5,3%,-1%,-14%
CCC(C)[C@H](NS(=O)(=O)c1ccc(C)cc1)C(=O)N1CCC(C(=O)N2CCC(C(=O)OC)CC2)CC1 (some centres not stated),-1%,-10%,-4%,1%,-4%,-10,-9%,0%,3%
Cn1c(=O)n(C/C=C/c2ccccc2)c(=O)c2c1nc1n2CCCN1c1ccc(F)cc1,-4%,-17%,-2%,12%,7%,-5,-3%,-11%,2%
CCOc1ccccc1CNC(=O)CCc1c(C)nn(-c2ccc(N3CCCC3)nn2)c1C,-1%,-7%,x,50%,12%,-12,-5%,1%,-1%
CCCN1CCC(NC(=O)CC2C(=O)NCCN2Cc2cccc(OC)c2)CC1 (configuration not stated),-4%,-7%,60%[activator],3%,-6%,-4,-9%,0%,-10%
CC(C)NC(=O)N(C)C[C@@H]1Oc2ccc(NC(=O)Nc3ccc(C(F)(F)F)cc3)cc2CC(=O)N([C@H](C)CO)C[C@@H]1C,-3%,x,-22%,x,15%,0,-13%,x,-22%
CCOC(=O)c1ccccc1-c1cn2cc(Cl)ccc2n1,-1%,-10%,1%,5%,54%[activator],-10,-1%,-7%,0%
O=C(CCN1C(=O)COc2ccccc21)NCc1ccco1,-3%,10%,-4%,0%,3%,-5,-12%,-1%,-3%
COc1ccc(/C=C\C(=O)c2c(O)ccc3c(C)cc(=O)oc23)cc1OC,u,u,-6%,-2%,u,-3&6,-3%,-4%,-17%&0%
COc1ccc(C)cc1NC(=O)CSCc1ccccc1C,-3%,-13%,9%,0%,98%[activator],-8,1%,-12%,3%
O=C(CN1CCN(Cc2ccccc2)CC1)N=Nc1c(O)[nH]c2ccccc12,-3%,-2%,1%,-1%,20%,-3,-9%,4%,-3%
COc1cc(Nc2c3ccccc3nc3ccccc23)cc(OC)c1OC,3%,5%,-34%,14µM*,u,24,-7%,-4%,-6%
COC(=O)C1=C(C(=O)OC)[C@@H]2N(C)c3ccc(OC)cc3[C@@]23C[C@@H](C(=O)OC)N(C(=O)c2cccs2)C3=N1,-1%,-12%,26%,32%,14%,9,-13%,-2%,-10%
CCCCN(C)Cc1cc(=O)oc2cc3c(cc12)CCCC3,-1%,-10%,-4%,10%,87%[activator],6,-6%,-2%,-3%
CCc1nn(CC(=O)NCc2ccccc2)c(=O)c2cccn12,0%,-4%,x,19%,-12%,-3,-22%,74%[activator],-28%
Cc1ccc2nc(Cl)c3cc(C(=O)N4CCCC(C)C4)sc3c2c1 (configuration not stated),3%,u,x,u,42%[activator],4,-11%,-6%,-16%
O=C(CN1CCCC1)N/N=C/c1c(O)ccc2ccccc12,-5%,20%,22%,0%,124%[activator],11,-16%,-6%,-10%
O=C(Nc1ccc2c(c1)OCO2)C1CCCN(c2nc3ccccc3s2)C1 (configuration not stated),11%,u,-11%,5%,10%,1,-14%,0%,-12%
O=C(NCC(=O)N(c1ccc(F)cc1)C(C(=O)NC1CCCCC1)c1ccncc1)c1ccco1 (configuration not stated),-2%,-1%,-3%,18%,15%,-4,-7%,0%,6%
OCCOc1ccc(CN2CCCC(N3CCN(c4ccc(F)cc4)CC3)C2)cc1 (configuration not stated),-4%,1%,6%,84%,22%,1,-7%,0%,10%
S=C1NCN(Cc2ccco2)CN1Cc1ccco1,-2%,-1%,8%,-11%,-11%,-6,-13%,-11%,0%
CCn1c(-c2ccccc2)c(C(=O)CC#N)c2ccccc21,-4%,u,-1%,0%,39%[activator],-15,-1%,-5%,-14%
Cc1ccccc1N1CCN(C(=O)C2CCC(=O)N(C3CCCC3)C2)CC1 (configuration not stated),-3%,-6%,27%,18%,28%,-3,-21%,1%,2%
CCOc1ccc(NS(=O)(=O)c2ccc3c(c2)n(C)c(=O)n3C)cc1,-3%,-2%,10%,2%,-5%,-2,-1%,-2%,3%
CCCC(=O)NNC(=O)Nc1ccccc1,-1%,0%,0%,20%,20%,-2,3%,-6%,11%
Cn1ccnc1SCC(=O)Nc1cccc(S(=O)(=O)N2CCCCCC2)c1,-4%,-5%,13%,-1%,91%[activator],-17,-1%,1%,-13%
COc1ccccc1CC(=O)N1CCN(C(=O)c2ccco2)CC1,8%,-4%,-15%,1%,14%,-4,-1%,-3%,-18%
Cc1cc(C)n2nc(SCn3nnc4ccccc4c3=O)nc2n1,-1%,-15%,-4%,17%,u,3,-4%,-2%,-2%
O=C(Nc1cccc(NC(=O)c2ccccc2Cl)c1)c1ccc([N+](=O)[O-])o1,-18%,-17%,-1%[12.4 µM],17%,u,-1,-6%,-9%,-10%

# Screening data as filed in PubChem BioAssay.
